mHTT CaM bind: mutant huntingtin-calmodulin interaction inhibitors – biochemical, AlphaScreen, primary screen | AlphaScreen His-mHTT/GST-CaM binding, luminescence | P42858 | 190,000 tested, 3.6% active | inhibition, % at 15 µM;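 further: 0% = both proteins with DMSO and 100% = one protein alone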
Target sequence (P42858 whole entry, looked up, stated change not applied): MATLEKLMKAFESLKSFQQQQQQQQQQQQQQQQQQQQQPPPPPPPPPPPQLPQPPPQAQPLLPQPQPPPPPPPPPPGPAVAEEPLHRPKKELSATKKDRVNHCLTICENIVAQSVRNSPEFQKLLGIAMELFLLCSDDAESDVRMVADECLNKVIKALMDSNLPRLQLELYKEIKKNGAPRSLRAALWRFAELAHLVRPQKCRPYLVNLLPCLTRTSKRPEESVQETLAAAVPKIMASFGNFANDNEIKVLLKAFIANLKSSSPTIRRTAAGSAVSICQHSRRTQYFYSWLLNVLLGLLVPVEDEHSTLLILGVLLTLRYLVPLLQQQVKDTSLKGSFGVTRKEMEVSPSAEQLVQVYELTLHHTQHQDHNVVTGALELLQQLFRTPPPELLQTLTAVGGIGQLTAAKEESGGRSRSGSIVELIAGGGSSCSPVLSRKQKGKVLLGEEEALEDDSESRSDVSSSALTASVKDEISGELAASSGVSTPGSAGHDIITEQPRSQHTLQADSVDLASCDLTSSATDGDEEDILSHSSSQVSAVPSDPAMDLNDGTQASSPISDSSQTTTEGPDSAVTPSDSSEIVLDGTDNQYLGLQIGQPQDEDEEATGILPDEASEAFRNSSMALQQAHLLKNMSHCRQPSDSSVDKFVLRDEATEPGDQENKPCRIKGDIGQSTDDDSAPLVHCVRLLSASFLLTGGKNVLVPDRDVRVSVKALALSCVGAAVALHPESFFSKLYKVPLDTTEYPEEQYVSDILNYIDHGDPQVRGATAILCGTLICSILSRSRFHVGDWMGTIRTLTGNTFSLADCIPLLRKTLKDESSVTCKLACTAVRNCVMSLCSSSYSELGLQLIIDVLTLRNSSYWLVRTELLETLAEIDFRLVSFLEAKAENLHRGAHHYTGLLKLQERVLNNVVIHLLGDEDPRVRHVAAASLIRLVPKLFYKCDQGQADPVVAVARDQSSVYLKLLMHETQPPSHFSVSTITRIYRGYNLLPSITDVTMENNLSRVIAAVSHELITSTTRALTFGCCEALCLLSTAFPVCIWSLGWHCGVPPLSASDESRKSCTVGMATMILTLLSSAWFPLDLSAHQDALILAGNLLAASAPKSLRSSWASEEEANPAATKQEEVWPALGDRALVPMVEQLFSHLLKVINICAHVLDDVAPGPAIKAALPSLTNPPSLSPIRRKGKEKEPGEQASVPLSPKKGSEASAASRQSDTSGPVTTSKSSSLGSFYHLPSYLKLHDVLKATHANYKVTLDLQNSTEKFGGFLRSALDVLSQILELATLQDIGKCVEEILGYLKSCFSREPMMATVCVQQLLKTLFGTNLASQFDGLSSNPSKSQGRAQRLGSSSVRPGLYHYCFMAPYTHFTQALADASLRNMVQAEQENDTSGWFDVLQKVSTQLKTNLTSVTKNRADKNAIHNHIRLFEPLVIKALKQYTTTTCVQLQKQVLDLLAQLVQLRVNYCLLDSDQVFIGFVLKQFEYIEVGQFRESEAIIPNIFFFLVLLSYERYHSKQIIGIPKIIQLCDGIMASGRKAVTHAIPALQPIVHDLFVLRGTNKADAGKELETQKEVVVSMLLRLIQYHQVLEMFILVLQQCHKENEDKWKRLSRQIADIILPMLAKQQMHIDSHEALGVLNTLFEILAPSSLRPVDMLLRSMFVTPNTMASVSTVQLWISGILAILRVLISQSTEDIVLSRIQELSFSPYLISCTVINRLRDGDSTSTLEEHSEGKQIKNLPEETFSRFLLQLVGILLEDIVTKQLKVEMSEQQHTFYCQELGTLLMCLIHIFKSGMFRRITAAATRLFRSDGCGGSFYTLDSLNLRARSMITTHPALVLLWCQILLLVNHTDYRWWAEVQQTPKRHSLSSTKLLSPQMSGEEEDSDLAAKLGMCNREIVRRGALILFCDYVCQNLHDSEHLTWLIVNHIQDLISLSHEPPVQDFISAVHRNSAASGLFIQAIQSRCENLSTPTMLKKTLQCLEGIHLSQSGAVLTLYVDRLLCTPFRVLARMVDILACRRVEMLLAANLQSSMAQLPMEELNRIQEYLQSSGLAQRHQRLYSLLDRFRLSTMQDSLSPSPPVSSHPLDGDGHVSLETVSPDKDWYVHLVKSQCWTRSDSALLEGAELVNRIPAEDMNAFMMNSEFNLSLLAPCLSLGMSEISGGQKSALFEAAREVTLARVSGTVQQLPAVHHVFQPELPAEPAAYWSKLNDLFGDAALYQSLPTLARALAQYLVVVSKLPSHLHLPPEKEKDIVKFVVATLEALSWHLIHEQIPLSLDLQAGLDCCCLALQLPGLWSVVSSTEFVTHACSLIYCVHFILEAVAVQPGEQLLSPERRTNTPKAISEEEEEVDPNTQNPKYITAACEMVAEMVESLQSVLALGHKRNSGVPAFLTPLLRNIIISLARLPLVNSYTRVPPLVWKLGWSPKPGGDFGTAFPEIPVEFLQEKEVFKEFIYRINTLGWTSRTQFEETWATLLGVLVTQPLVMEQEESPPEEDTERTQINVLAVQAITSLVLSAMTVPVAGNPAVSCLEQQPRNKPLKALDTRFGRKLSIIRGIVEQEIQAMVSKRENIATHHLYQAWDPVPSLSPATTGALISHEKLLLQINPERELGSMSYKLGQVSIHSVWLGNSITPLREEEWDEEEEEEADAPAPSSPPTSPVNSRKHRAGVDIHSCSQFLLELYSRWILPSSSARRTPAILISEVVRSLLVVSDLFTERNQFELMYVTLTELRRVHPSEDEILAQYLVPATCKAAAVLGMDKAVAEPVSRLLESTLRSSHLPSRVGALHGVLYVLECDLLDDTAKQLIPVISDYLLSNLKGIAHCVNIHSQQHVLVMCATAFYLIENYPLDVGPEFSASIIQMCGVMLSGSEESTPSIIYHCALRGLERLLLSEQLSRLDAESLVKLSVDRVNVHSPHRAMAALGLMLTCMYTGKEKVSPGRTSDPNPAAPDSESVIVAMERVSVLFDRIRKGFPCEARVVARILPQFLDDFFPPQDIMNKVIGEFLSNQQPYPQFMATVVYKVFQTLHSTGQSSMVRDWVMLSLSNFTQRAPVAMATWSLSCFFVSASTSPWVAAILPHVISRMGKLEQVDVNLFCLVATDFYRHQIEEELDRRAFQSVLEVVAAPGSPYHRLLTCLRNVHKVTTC
Pf apPOL inh: Pf-apPOL inhibitors, biochemical, fluorescence; Plasmodium falciparum apicoplast DNA polymerase (apPOL); Recombinant Pf-apPOL, molecular beacon fluorescence, 1.5 h; inhibition, % at 10 µM; 210,000 tested, 0.25% active; AID 1794808, 2022
The depositor's hits bear a star; & = joins results of further samples. No stated cut-off is given here; in the data, active means inhibition above about 50%; inactive means the rest. An excerpt (hit frequency here may not be typical).

Sample of the layout, 17 compounds:
How did O=C(O)CCCCCCCC(=O)O do in these assays?
Pf apPOL inh: -3

Results for Cc1ccc(C(=O)N2CCc3sc(C(=O)N4CCN(C(C)C)CC4)cc3C2)cc1 ?
mHTT CaM bind: -2; Pf apPOL inh: -2

How did O=C(NCCN1CCOCC1)c1ccc(Cl)cc1 do in these assays?
Pf apPOL inh: 2

How did CC(O)(CNC(=O)NC1CCCCC1)c1ccc2c(c1)OCO2 (stereo not given) do in these assays?
mHTT CaM bind: 2; Pf apPOL inh: 0

What do the screens show for `CCOC(=O)C1CCN(C(=O)CCC(=O)N2CCCn3nc(C)cc32)CC1`?
mHTT CaM bind: -2; Pf apPOL inh: -2

Results for COc1ccc(-c2cc3n(n2)CCCN(C(=O)Cc2ccsc2)C3)cc1 ?
mHTT CaM bind: 5; Pf apPOL inh: 2

Results for CN1CCC(=C2c3ccccc3CC(=O)c3sccc32)CC1 ?
Pf apPOL inh: 2

How did Cc1oncc1C(=O)Nc1ccc(C(F)(F)F)cc1 do in these assays?
Pf apPOL inh: -3

Results for CC1=CCC2C(C)(C)C(=O)CCC2(C)C1COc1ccc2ccc(=O)oc2c1 (stereo not given) ?
Pf apPOL inh: -12

Results for Cc1nnc2ccc(-c3noc(-c4ccc(F)cc4)n3)cn12 ?
mHTT CaM bind: 2; Pf apPOL inh: -2

Results for NC(N)=Nc1nc2ccccc2c(=O)[nH]1 ?
mHTT CaM bind: -2; Pf apPOL inh: 4

Results for Cc1cc(=O)n(CC(=O)Nc2cc(F)cc(F)c2)c(N2CCCCC2)n1 ?
mHTT CaM bind: -21; Pf apPOL inh: 0

What do the screens show for `N#CC1=C(N)N(c2ncn[nH]2)C2=C(C(=O)CC(c3ccccc3)C2)C1c1cccnc1` (stereo not given)?
mHTT CaM bind: 7; Pf apPOL inh: -5

Results for CCN1C(=O)C(CC(=O)NCCOC)Sc2ncccc21 (stereo not given) ?
mHTT CaM bind: -2; Pf apPOL inh: -2

Results for CN1CCN(Cc2c(O)c(CN3CCN(C)CC3)c3oc(-c4ccccc4)cc(=O)c3c2O)CC1 ?
mHTT CaM bind: 5&-2; Pf apPOL inh: -3&6

Results for Cc1cccc(-c2noc(C3CCCN3S(=O)(=O)c3c(C)c(C)cc(C)c3C)n2)c1 (stereo not given) ?
mHTT CaM bind: -14; Pf apPOL inh: -2

What do the screens show for `O=C1c2ccccc2C(=O)c2c(O)c(O)cc(O)c21`?
mHTT CaM bind: 75*; Pf apPOL inh: -1

The listing, previewed entries included:
How did O=C(O)CCCCCCCC(=O)O do in these assays?
Pf apPOL inh: -3

Results for Cc1ccc(C(=O)N2CCc3sc(C(=O)N4CCN(C(C)C)CC4)cc3C2)cc1 ?
mHTT CaM bind: -2; Pf apPOL inh: -2

How did O=C(NCCN1CCOCC1)c1ccc(Cl)cc1 do in these assays?
Pf apPOL inh: 2

How did CC(O)(CNC(=O)NC1CCCCC1)c1ccc2c(c1)OCO2 (stereo not given) do in these assays?
mHTT CaM bind: 2; Pf apPOL inh: 0

What do the screens show for `CCOC(=O)C1CCN(C(=O)CCC(=O)N2CCCn3nc(C)cc32)CC1`?
mHTT CaM bind: -2; Pf apPOL inh: -2

Results for COc1ccc(-c2cc3n(n2)CCCN(C(=O)Cc2ccsc2)C3)cc1 ?
mHTT CaM bind: 5; Pf apPOL inh: 2

Results for CN1CCC(=C2c3ccccc3CC(=O)c3sccc32)CC1 ?
Pf apPOL inh: 2

How did Cc1oncc1C(=O)Nc1ccc(C(F)(F)F)cc1 do in these assays?
Pf apPOL inh: -3

Results for CC1=CCC2C(C)(C)C(=O)CCC2(C)C1COc1ccc2ccc(=O)oc2c1 (stereo not given) ?
Pf apPOL inh: -12

Results for Cc1nnc2ccc(-c3noc(-c4ccc(F)cc4)n3)cn12 ?
mHTT CaM bind: 2; Pf apPOL inh: -2

Results for NC(N)=Nc1nc2ccccc2c(=O)[nH]1 ?
mHTT CaM bind: -2; Pf apPOL inh: 4

Results for Cc1cc(=O)n(CC(=O)Nc2cc(F)cc(F)c2)c(N2CCCCC2)n1 ?
mHTT CaM bind: -21; Pf apPOL inh: 0

What do the screens show for `N#CC1=C(N)N(c2ncn[nH]2)C2=C(C(=O)CC(c3ccccc3)C2)C1c1cccnc1` (stereo not given)?
mHTT CaM bind: 7; Pf apPOL inh: -5

Results for CCN1C(=O)C(CC(=O)NCCOC)Sc2ncccc21 (stereo not given) ?
mHTT CaM bind: -2; Pf apPOL inh: -2

Results for CN1CCN(Cc2c(O)c(CN3CCN(C)CC3)c3oc(-c4ccccc4)cc(=O)c3c2O)CC1 ?
mHTT CaM bind: 5&-2; Pf apPOL inh: -3&6

Results for Cc1cccc(-c2noc(C3CCCN3S(=O)(=O)c3c(C)c(C)cc(C)c3C)n2)c1 (stereo not given) ?
mHTT CaM bind: -14; Pf apPOL inh: -2

What do the screens show for `O=C1c2ccccc2C(=O)c2c(O)c(O)cc(O)c21`?
mHTT CaM bind: 75*; Pf apPOL inh: -1

How did Cc1nc2c([nH]1)c(=O)n(C)c(=O)n2Cc1ccco1 do in these assays?
Pf apPOL inh: 5

Results for O=C(COc1cccc(Cl)c1)N1CCN(c2nc(CN3CCOCC3)cs2)CC1 ?
mHTT CaM bind: 10; Pf apPOL inh: -3

Results for COc1ccc(S(=O)(=O)Nc2nnc(CC(C)C)s2)cc1 ?
mHTT CaM bind: 0; Pf apPOL inh: -3

Results for CCC12CCCN3CCc4c(n(c5ccccc45)C(O)(C(=O)OC)C1)C32 (stereo not given) ?
Pf apPOL inh: -12

What do the screens show for `Cc1ccc(N2CCC(NC(=O)CC(C)C)C2=O)cc1` (stereo not given)?
mHTT CaM bind: -8; Pf apPOL inh: -2

Results for Cc1oc(C2CCN(C(=O)Nc3ccccc3F)CC2)nc1C(=O)N1CCCC1 ?
mHTT CaM bind: 5; Pf apPOL inh: -6

What do the screens show for `COCCN1C(=O)Cc2ccccc2C1C(=O)NCc1ccc(C)o1` (stereo not given)?
mHTT CaM bind: 12; Pf apPOL inh: -4

What do the screens show for `COc1ccc(C(=O)NCC23CC4CC(CC(C4)C2)C3)cc1`?
mHTT CaM bind: -3; Pf apPOL inh: 1

How did Nc1cc(=O)[nH]c(N)n1 do in these assays?
Pf apPOL inh: -10

How did CCSc1nnc(NC(=O)CSc2nnc(COc3ccccc3)o2)s1 do in these assays?
mHTT CaM bind: -10; Pf apPOL inh: 18

What do the screens show for `O=C(/C=C/c1ccccc1OCc1ccccc1)c1cccs1`?
mHTT CaM bind: -35; Pf apPOL inh: -10

Results for CCCN(CCC)C(=O)C(CCC(=O)O)NC(=O)c1ccccc1 (stereo not given) ?
Pf apPOL inh: -6

What do the screens show for `O=C(NCc1ccccn1)C1CCN(c2cnn(Cc3ccccc3)c(=O)c2)CC1`?
mHTT CaM bind: 2; Pf apPOL inh: -1

What do the screens show for `Cn1c(=O)c2cc(C(=O)NCc3ccccc3C(F)(F)F)nn2c2ccccc21`?
mHTT CaM bind: -6; Pf apPOL inh: 1

Results for Cc1cc(C2CCCN2C(=O)Nc2ccc(F)c(Cl)c2)no1 (stereo not given) ?
mHTT CaM bind: 0; Pf apPOL inh: -2

Results for Cc1ccc(NS(=O)(=O)c2cc3n(c2)CCN(C)C3=O)c(F)c1 ?
mHTT CaM bind: -7; Pf apPOL inh: -1

How did CC(C)CC(=O)N1CC(C)C(c2nc(-c3ccccc3)no2)C1 (stereo not given) do in these assays?
mHTT CaM bind: 6; Pf apPOL inh: -12

What do the screens show for `Cc1ccc(NC(=O)C2Oc3ccccc3NC2=O)c(Br)c1` (stereo not given)?
mHTT CaM bind: -2; Pf apPOL inh: 0

What do the screens show for `O=C1CCc2cc(OCCCCc3nnnn3C3CCCCC3)ccc2N1`?
Pf apPOL inh: 19

How did CCc1nnc(-c2ccc(NC(=O)CCc3ccc(OC)cc3)cc2)o1 do in these assays?
mHTT CaM bind: -6; Pf apPOL inh: -1

What do the screens show for `Cc1ccc(NS(=O)(=O)c2ccc(F)cc2)cc1`?
mHTT CaM bind: -7; Pf apPOL inh: -7

How did Cc1cccc(N2C=C(C(=O)N3CCOCC3)S(=O)(=O)c3ccc(F)cc32)c1 do in these assays?
mHTT CaM bind: -8; Pf apPOL inh: 0

How did Fc1ccc(-c2nc(-c3ccc4nncn4c3)no2)cc1F do in these assays?
mHTT CaM bind: -2; Pf apPOL inh: 1

What do the screens show for `Cc1ccc(C(=O)N(CCCN)[C@@H](c2oc3cc(Cl)ccc3c(=O)c2Cc2ccccc2)C(C)C)cc1`?
Pf apPOL inh: -6

What do the screens show for `Cc1cccc(-c2nnc(C)c(N3CCOCC3)n2)c1`?
mHTT CaM bind: -9; Pf apPOL inh: -1

What do the screens show for `O=C(NC1CCCCC1)c1ccc(-c2csc(C3CC3)n2)cc1`?
mHTT CaM bind: -7; Pf apPOL inh: 2

What do the screens show for `O=C(OC1C[C@@H]2CC3C[C@H](C1)N2CC3=O)c1c[nH]c2ccccc12` (stereo not given in full)?
Pf apPOL inh: 5

How did O=C(c1ccc([N+](=O)[O-])o1)N1CCCC1 do in these assays?
mHTT CaM bind: -2; Pf apPOL inh: -6

What do the screens show for `O=c1cc(-c2ccccc2)oc2c(CN3CCOCC3)c(O)c(CN3CCOCC3)c(O)c12`?
mHTT CaM bind: 37&12; Pf apPOL inh: 8&-2

What do the screens show for `COc1ccc(NC(=O)C2CN(S(C)(=O)=O)CC23CCCCC3)cc1` (stereo not given)?
mHTT CaM bind: 2; Pf apPOL inh: -4

How did Cc1ccn(-c2ccc(C(=O)NC3CCCCC3)cn2)n1 do in these assays?
mHTT CaM bind: -5; Pf apPOL inh: -5

Results for CCOC(=O)Nc1ccc(NCc2ccc(F)cc2)nc1N ?
Pf apPOL inh: -2

How did O=C(c1csc(N2CCN(c3cccc(Cl)c3)CC2)n1)N1CCOCC1 do in these assays?
mHTT CaM bind: 49; Pf apPOL inh: -6

Results for Cc1cccc(NC(=O)N2CCc3[nH]cnc3C2c2ccncc2)c1C (stereo not given) ?
mHTT CaM bind: 2; Pf apPOL inh: -2

Results for COc1ccc2nc(C(=O)N(C)Cc3ccccc3)cn2n1 ?
mHTT CaM bind: 2; Pf apPOL inh: -4

How did O=C(Cc1ccc(NS(=O)(=O)c2ccc3c(c2)OCCO3)cc1)NC1CC1 do in these assays?
mHTT CaM bind: -8; Pf apPOL inh: -1

Results for O=C(NCc1cccc(C(F)(F)F)c1)C1CCN(c2nnc(-c3ccccc3)o2)CC1 ?
mHTT CaM bind: 5; Pf apPOL inh: -1

What do the screens show for `COc1ccc(NC(=O)C2CC(=O)N(c3ccc4c(c3)CCN4C(=O)C3CC3)C2)cc1F` (stereo not given)?
mHTT CaM bind: 1; Pf apPOL inh: -1

How did Cc1cc(CN2CCN(c3c(Br)cnc4nc(-c5ccc(N6CCN(C)CC6)cc5)[nH]c34)CC2)no1 do in these assays?
Pf apPOL inh: 0

Results for CNC(=O)c1cc(C)nc2c(C)cc(C)cc12 ?
mHTT CaM bind: 1; Pf apPOL inh: -1

Results for Cc1nc(C2CCCN2Cc2ccc(F)cc2F)n[nH]1 (stereo not given) ?
mHTT CaM bind: -1; Pf apPOL inh: -2

Results for Cc1ccc(Cn2nnc(-c3noc(C)n3)c2C)cc1 ?
mHTT CaM bind: -14; Pf apPOL inh: -2

What do the screens show for `C#CCCNC(=O)c1ccc(C)c(C)c1`?
mHTT CaM bind: -18; Pf apPOL inh: -4

What do the screens show for `Oc1cc2c(cc1O)C1c3ccc(O)c(O)c3OCC1(O)C2` (stereo not given)?
Pf apPOL inh: 17

What do the screens show for `Cc1ccc(C(=O)Nc2ccc(N3CCN(C4CCCC4)C3=O)nc2)cc1`?
mHTT CaM bind: -2; Pf apPOL inh: 4

What do the screens show for `COc1ccc(NC(=O)C2CCc3nc(N4CCCC4)ncc3C2)cc1OC` (stereo not given)?
mHTT CaM bind: 6; Pf apPOL inh: -4

What do the screens show for `Cc1ccc(NS(=O)(=O)c2cccnc2Nc2ccc(Cl)cc2)cc1`?
mHTT CaM bind: -38; Pf apPOL inh: 1

Results for Cc1cccc(S(=O)(=O)N2CCC(c3nc(C(=O)N4CCCC4)c(C)o3)CC2)c1 ?
mHTT CaM bind: 12; Pf apPOL inh: -6

How did Cc1cc(O)c2c(c1)C(=O)c1cccc(O)c1C2=O do in these assays?
Pf apPOL inh: -6

What do the screens show for `COc1cc2[nH]c(=O)[nH]c(=O)c2cc1OC`?
Pf apPOL inh: -8

How did CCOC(=O)Nc1ccc2c(c1)N(C(=O)CCN1CCOCC1)c1ccccc1S2 do in these assays?
mHTT CaM bind: 11; Pf apPOL inh: -4

What do the screens show for `Cc1ccc(CNC(=O)C2(C)CCCN(C(=O)NC(C)C)C2)cc1` (stereo not given)?
mHTT CaM bind: -4; Pf apPOL inh: 1

What do the screens show for `CC(C)C(=O)NCc1csc(C2CCCN(C(=O)CC3CCCCC3)C2)n1` (stereo not given)?
mHTT CaM bind: -6; Pf apPOL inh: -2

Results for Cc1ccc(NC(=O)c2sc(-n3cccc3)nc2C(C)C)cc1F ?
mHTT CaM bind: -9; Pf apPOL inh: -2

Results for CCCCN(CCCC)CC(O)c1cc(Cl)cc2c1-c1ccc(Cl)cc1/C2=C/c1ccc(Cl)cc1 (stereo not given) ?
Pf apPOL inh: -3

How did CN(C)C(=O)c1cc2c(s1)CCC(C(=O)NCCc1ccncc1)C2 (stereo not given) do in these assays?
mHTT CaM bind: -1; Pf apPOL inh: -6

How did Cn1ncc(N2CCCC(C(=O)NCc3ccc(F)c(Cl)c3)C2)cc1=O (stereo not given) do in these assays?
mHTT CaM bind: -1; Pf apPOL inh: 0

Results for C[C@H]1c2cccc(O)c2C(O)=C2C(=O)[C@]3(O)C(O)=C(C(N)=O)C(=O)[C@@H](N(C)C)[C@@H]3[C@@H](O)[C@@H]21 ?
Pf apPOL inh: 0

How did O=C(c1ccccc1)c1ccc2n1CCC2C(=O)O (stereo not given) do in these assays?
Pf apPOL inh: -6

What do the screens show for `COc1cccc2c(NCc3ccccc3)nc(-n3c(N)nc4ccccc43)nc12`?
Pf apPOL inh: -3

Screening results as filed in PubChem BioAssay.
